Bioassay records (PubChem)
E coli Lon inh = E. coli protease La inhibition; P0A9M0; purified E. coli Lon protease, fluorescence polarization; inhibition, % at 7.94 µM; hit rate 0.42% among 360,000; AID 602123; in the data active = inhibition above about 13%, passing the limit was not always enough;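 also: 0% = enzyme with probe and DMSO and 100% = no enzyme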
Target sequence (P0A9M0 whole entry, looked up): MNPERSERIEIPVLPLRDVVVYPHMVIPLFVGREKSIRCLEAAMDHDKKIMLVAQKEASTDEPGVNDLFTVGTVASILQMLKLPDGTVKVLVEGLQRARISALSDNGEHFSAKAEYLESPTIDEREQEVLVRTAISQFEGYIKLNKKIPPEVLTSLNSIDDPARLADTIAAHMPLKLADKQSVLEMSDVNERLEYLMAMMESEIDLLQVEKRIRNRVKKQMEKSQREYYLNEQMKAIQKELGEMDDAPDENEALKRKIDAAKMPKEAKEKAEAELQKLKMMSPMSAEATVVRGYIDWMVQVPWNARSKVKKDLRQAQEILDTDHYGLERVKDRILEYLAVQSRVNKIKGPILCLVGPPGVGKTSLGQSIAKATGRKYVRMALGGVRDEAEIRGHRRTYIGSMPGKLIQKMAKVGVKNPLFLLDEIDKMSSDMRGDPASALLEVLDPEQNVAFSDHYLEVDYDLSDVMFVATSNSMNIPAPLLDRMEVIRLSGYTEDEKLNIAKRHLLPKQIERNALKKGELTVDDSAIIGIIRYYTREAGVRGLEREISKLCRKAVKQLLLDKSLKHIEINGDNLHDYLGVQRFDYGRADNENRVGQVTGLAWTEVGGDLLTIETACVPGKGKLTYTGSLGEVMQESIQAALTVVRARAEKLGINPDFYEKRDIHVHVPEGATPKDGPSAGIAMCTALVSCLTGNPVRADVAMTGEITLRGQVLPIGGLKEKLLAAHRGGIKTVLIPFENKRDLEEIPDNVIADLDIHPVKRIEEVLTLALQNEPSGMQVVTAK
MsrA inhibitor = bovine MsrA inhibition; hit rate 0.75% among 360,000; inhibition, % at 15.5 µM; purified bovine MsrA, absorbance read-out; in the data active = inhibition above about 4.5%;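 also: 0% = vehicle wells with enzyme and 100% = reference inhibitor wells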
bovine MsrA act = bovine methionine sulfoxide reductase A activation. activation, % at 10.6 µM. purified bovine MsrA, absorbance read-out. hit rate 0.3% among 360,000; in the data active = activation above about 7.5%;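 also: 0% = vehicle and 100% = reference activator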
MT1-MMP act inh = MT1-MMP (human) activation inhibition; HT1080 RFP-PRO-GFP cells, GFP/RFP ratio fluorescence, overnight; percent of plate control window, DMSO zero; GFP/RFP ratio change, % at 20 µM; hit rate 0.061% among 360,000; AID 651647;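 active = GFP/RFP ratio change of at least 30% with cell ATP level not reduced by more than half and red fluorescence within 50% of control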; also: strong numbers were not always called active
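Compound: 20 µM single dose, 1% DMSO / System: HT1080 RFP-PRO-GFP cells / Controls: DMSO and RFP-L50D-GFP cell wells / Read-out basis: GFP/RFP fluorescence ratio / Schedule: overnight compound exposure at 37 °C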
FAS TE block = FAS thioesterase (human) inhibition; P49327; recombinant FAS-TE, OMFH fluorogenic substrate, fluorescence endpoint; inhibition, % at 15 µM; hit rate 0.67% among 360,000; AID 602261;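 active = compounds whose normalised, plate-corrected inhibition of enzyme fluorescence in the single-dose primary screen is 50% or more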;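 also: 0% = DMSO with enzyme and 100% = substrate without enzyme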
SKN-1 block = blocks SKN-1 activity in C. elegans; C. elegans VP596 Pgst-4::GFP/RFP ratio, acrylamide-induced, 24 h; inhibition, % at 21.8 µM; hit rate 0.49% among 360,000; AID 624304;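 active = interference check ratio from 0.5 to 1.5 plus GFP to RFP signal ratio inhibition reaching or exceeding a fixed threshold, cut at about 30% in these data, passing the limit was not always enough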; also: some compounds called inactive have numbers as strong as hits
Rin1-Abl PPI inh = human Rin1-Abl interaction inhibition; P00519+Q13671; TR-FRET Rin1/Abl binding, biochemical; inhibition, % at 7.35 µM; hit rate 0.4% among 360,000; AID 588664; in the data active = inhibition above about 5%, passing the limit was not always enough
CendR NRP1 mod = NRP-1/CendR interaction modulation | O14786 | FAM-RPARPAR peptide binding to NRP-1, fluorescence polarization | inhibition, % at 25 µM | hit rate 0.85% among 360,000;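 active = inhibition or corrected inhibition above about 18%, plus a signal ratio from 0.5 to 1.5, limit read from the data, passing the limit was not always enough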; also: strong numbers were not always called active
Neddyl block = cullin neddylation inhibition; AID 651699; hit rate 0.58% among 360,000; P61081+Q13564; calls only at 25 µM; TR-FRET cullin neddylation, biochemical; in the data active = inhibition above about 36%
Numbers without * were called inactive; i = inactive; nt = not tested or not shown; & = joins results of further samples.

The first 2 entries (preview)
SMILES	E coli Lon inh	MsrA inhibitor	bovine MsrA act	MT1-MMP act inh	FAS TE block	SKN-1 block	Rin1-Abl PPI inh	CendR NRP1 mod	Neddyl block
Cc1cc(NC(=O)c2cccc(F)c2)no1	1	-0.1	0	1	-8	2	-1	17	i
CCc1c(-c2ccc(Cl)cc2)ncn1Cc1cccc(-c2ccccc2)c1	nt	0.3	nt	5	nt	-8	nt	-2	i

Results, from the start:
SMILES	E coli Lon inh	MsrA inhibitor	bovine MsrA act	MT1-MMP act inh	FAS TE block	SKN-1 block	Rin1-Abl PPI inh	CendR NRP1 mod	Neddyl block
Cc1cc(NC(=O)c2cccc(F)c2)no1	1	-0.1	0	1	-8	2	-1	17	i
CCc1c(-c2ccc(Cl)cc2)ncn1Cc1cccc(-c2ccccc2)c1	nt	0.3	nt	5	nt	-8	nt	-2	i
CCC(C)C(=O)Nn1c(C2CC2)nc2cc(OC)c(OC)cc2c1=O (centres undefined)	-12	0.7	-4	0	0	-5	-3	-11	i
Cc1nc(N2CCN(Cc3nc4ccccc4[nH]3)CC2)c2oc3ccccc3c2n1	-3	0.9	-1	-45	1	-5	1	-19	i
Nc1nc(NC(=O)/C=C\C(=O)O)nn1-c1ccccc1	4	-0.9	-3	-1	-1	4	5	-33	i
COc1ccc2nc(SCC(=O)N3CCNC3=O)[nH]c2c1	3	0.0	-1	5	-8	-11	-4	-14	i
O=C1/C(=C/c2ccc(Cl)cc2)NC(=S)N1Cc1cccnc1	-1	0.2	-4	-5	9	7	3	-1	i
O=C(Cn1nnc2ccccc21)OCC(=O)c1ccc(Cl)c(Cl)c1	-4	0.1	2	-1	0	4	0	-4	i
O=C(CSc1nnc(-c2cccnc2)n1Cc1ccco1)NCc1ccc2c(c1)OCO2	-5	-1.0	-6	-1	-6	-1	-2	-1	i
O=C1OCC/C1=C\NCCCN/C=C1\CCOC1=O	3	-0.2	-9	7	-6	10	4	-6	i
COc1cc(/C=C2/SC(=S)N(CCC(=O)Nc3ccc(C(=O)O)cc3)C2=O)cc(OC)c1OC	-12	0.1	-8	25	-4	-4	-1	-25	i
O=C1CC[C@H](N2C(=O)c3ccccc3C2=O)C(=O)N1	0	0.7	0	0	-5	7	1	-6	i
CSc1ccc(/C=C2/C(=N)N3N=C(CC(=O)N4CCCC4)SC3=NC2=O)cc1	-2	0.3	-4	-3	-4	-18	2	-42	i
CCCc1cc(C(=O)Nc2sc(C)c(C)c2C(=O)OCC)no1	-2	0.3	-1	3	-1	8	-2	-1	nt
CCOC(=O)c1ccccc1NC(=O)CN1C(=O)c2ccccc2S1(=O)=O	11	1.3	-1	8	6	-1	3	3	i
COCCn1c(C)cc(C(=O)COC(=O)c2ccc(Br)o2)c1C	-1	1.5	-9	2	-5	3	1	2	i
Cc1c(CC(C)C)nc(N)c(C#N)c1-c1ccccc1	-7	1.1	2	0	0	-2	0	-18	i
CSc1ccccc1NS(=O)(=O)c1ccc2c(c1)OCCO2	-6	0.3	-2	-2	2	-6	-4	2	i
CCOc1ccc(S(=O)(=O)N/N=C(\C)c2ccc3c(c2)OCO3)cc1	-1	0.3	-3	-1	6	7	1	13	i
O=C1C=C(c2ccc(-c3ccccc3)cc2)C[C@@H](c2ccc3c(c2)OCO3)C1	-6	-0.4	-2	2	22	-17	0	2	i

Next part (two carried over from the part before).
SMILES	E coli Lon inh	MsrA inhibitor	bovine MsrA act	MT1-MMP act inh	FAS TE block	SKN-1 block	Rin1-Abl PPI inh	CendR NRP1 mod	Neddyl block
CCOc1ccc(S(=O)(=O)N/N=C(\C)c2ccc3c(c2)OCO3)cc1	-1	0.3	-3	-1	6	7	1	13	i
O=C1C=C(c2ccc(-c3ccccc3)cc2)C[C@@H](c2ccc3c(c2)OCO3)C1	-6	-0.4	-2	2	22	-17	0	2	i
O=C(/C(=C/c1ccccc1)c1ccccc1)N1CCCCC1	-8	-1.5	-10	-5	1	-21	-3	5	i
COc1ccccc1-c1csc(C(NC(C)=O)c2cccc(F)c2)n1 (centres undefined)	2	0.5	0	0	6	-1	-3	22	i
Cc1ccc(Cc2c(-c3ccccc3)nc3cc(C)ccn23)cc1	-9	0.4	-10	0	16	-8	-2	-12	i
CN(CC(=O)Nc1cc(C(F)(F)F)ccc1-n1cncn1)Cc1ccccc1N1CCOCC1	-3	0.0	-1	-2	18	3	-3	2	i
O=C(COC(=O)CNC(=O)c1ccccc1)Nc1ccc(Cl)cn1	-11	-1.1	0	0	-6	14	1	-2	i
Cc1ccc2[nH]c3c(c2c1)CN(C)CC3	0	0.0	-6	-1	-4	-11	-5	3	i
CCCCCC(=O)Nc1nnn(CCC)n1	-7	-1.2	-7	0	-4	-5	0	10	i
COc1cc(/C=C/C(=O)O)cc(S(=O)(=O)N2CCCc3ccccc32)c1OC	4	-0.8	-3	-1	-6	4	-1	-13	i
Cc1ccc(OCCSc2cc(C)nc(N)n2)cc1	-3	-1.0	3	5	-4	-3	2	18	i
COc1ccc2c3c(cccc13)N(C)N=C2C	37*	0.5	2	-38	-14	41*	-13	63*	i
CC(C)(C)NC[C@H](O)COc1nsnc1N1CCOCC1	-2&12&0	1.2&-1.1&0.6	3&-3&0	-2&-6&2	-2&-3&-2	2&1&2	1&3&2	12&6&1	i
COc1ccccc1OCCNC(=O)c1cc(=O)[nH]c2ccccc12	13	0.9	-7	5	-6	10	-4	7	i
CC(C)NC(=O)COC(=O)c1cc(Br)ccc1Cl	-3	-0.2	2	-1	-10	13	-2	2	i
COc1cccc(C(=O)NC2CC3CCC(C2)N3Cc2ccccc2)c1 (centres undefined)	-3	-1.0	-4	3	-4	4	3	2	i
Cc1ccc(F)c(Oc2cc(NN3CCCCC3)c([N+](=O)[O-])cc2[N+](=O)[O-])c1	-8	-0.4	-11	-2	5	14	0	6	i
CCOC(=O)C1CCN(S(=O)(=O)c2ccc3c(c2)N(C(C)=O)CCO3)CC1	0	0.2	-3	-1	-3	-8	-2	7	i
CSCCC(NS(=O)(=O)c1ccc2c(c1)oc(=O)n2C)C(=O)NC1CCCc2ccccc21 (centres undefined)	-7	1.1	0	-5	4	-3	-4	-3	i
O=c1[nH]nc(Cc2ccc(Cl)cc2)c2ccccc12	-4	-1.6	-4	3	-2	-2	1	-9	i
CC(=O)c1cc(CN2CCC(C(=O)Nc3cccc(-c4cscn4)c3)CC2)cs1	-16	-0.3	-1	-1	-3	9	-3	2	i
Cc1ccc(OCC(=O)Nc2cc(S(=O)(=O)N3CCCCC3)ccc2C)c([N+](=O)[O-])n1	5	0.7	-4	-4	-3	-15	-3	0	i
CCc1ccc(S(=O)(=O)Nc2ccc(O)c3ccccc23)cc1	33	2.2	0	1	4	14	2	6	i
CCN(CC)c1ccc(-c2c(C#N)c(N)nc(OC)c2C#N)cc1	-17	1.6	-13	-2	5	-3	-1	-29	i
N#Cc1nc(COc2ccc(Cl)cc2)oc1N1CCCC1	-3	-1.1	-2	-7	31	33	0	11	i
O=C(NC1CCCCC1)c1cc2nc3c(c(C(F)(F)F)n2n1)CCCC3	-4	-0.6	-1	2	2	22	0	10	i
COc1ccc(S(=O)(=O)Nc2cccc3c2O[C@H](CN(C)CC2CC2)[C@@H](C)CN([C@H](C)CO)C3=O)cc1	-4	0.5	-12	3	-10	1	-2	-7	i
O=C(Nc1ccccc1Cl)c1ccccc1	-7	-1.2	-7	-3	2	16	-1	-1	i
Cc1cc(NC(=O)C2C3C=CC(C3)C2C(=O)O)no1 (centres undefined)	1	0.8	-9	1	-8	-32	1	4	i
COc1cc2c3nc4n(c(=O)c3n(CC(=O)N3CCCC3)c2cc1OC)CCS4	0	-0.4	-12	-5	-3	-11	1	8	i
COc1ccc(-n2ncc3c(NCCCn4ccnc4)ncnc32)cc1	6	1.3	0	1	-8	2	-4	-7	nt
Cc1cc(O)cc(C)c1Cl	6	-1.0	0	1	-5	1	-1	-2	i
O=C(Nc1ccccn1)C1CCN(S(=O)(=O)c2ccccc2)CC1	-1	0.7	-2	2	-5	12	-1	-7	i
CCOC(=O)c1cccc(NC(=O)C2CCCO2)c1 (centres undefined)	-6	-0.5	-3	-3	-1	-1	2	-10	i
O=S(=O)(c1ccccc1)N(Cc1cccc(F)c1)c1ccccc1	7	0.8	-1	1	29	8	-1	-3	i
CC1(C)SC2c3ccccc3C(=O)N2[C@@H]1C(=O)O (some centres undefined)	5	1.0	-2	0	-8	-3	-1	9	i
COC(=O)CCC(=O)N1CCC(CCC(=O)NCc2ccc(F)cc2)CC1	-4	0.8	-2	3	-4	2	0	14	i
CCn1c(=S)sc2c(=O)n(CC(=O)Nc3cc(OC)ccc3OC)c(C)nc21	-4	-0.8	-3	4	33	2	1	12	i
CS(=O)(=O)Cc1ccc(C(=O)N2CCCC2c2cccs2)cc1 (centres undefined)	-2	-1.3	-2	-3	-2	9	2	2	i
Oc1ccc(Cl)cc1C=Nc1ccc2c3c(cccc13)CC2	-62	0.5	-3	-101	9	19	-4	-42	nt
CSc1nc(Cl)c(Cc2ccc(OCC(C)C)cc2)c(N2CCOCC2)n1	-3	0.1	-4	-7	46	10	1	15	i
COc1ccc(-c2noc(CNS(=O)(=O)c3ccc(NC(C)=O)cc3)n2)cc1	-4	-0.2	-13	7	-6	3	0	-2	i

The last two records of the part above come first, to join the parts.
SMILES	E coli Lon inh	MsrA inhibitor	bovine MsrA act	MT1-MMP act inh	FAS TE block	SKN-1 block	Rin1-Abl PPI inh	CendR NRP1 mod	Neddyl block
CSc1nc(Cl)c(Cc2ccc(OCC(C)C)cc2)c(N2CCOCC2)n1	-3	0.1	-4	-7	46	10	1	15	i
COc1ccc(-c2noc(CNS(=O)(=O)c3ccc(NC(C)=O)cc3)n2)cc1	-4	-0.2	-13	7	-6	3	0	-2	i
CN(CC(=O)Nc1ccccc1C(F)(F)F)C(=O)C1CCN(S(=O)(=O)c2ccc3c(c2)OCCO3)CC1	-12	-0.4	-2	4	-3	7	-2	9	i
O=C(O)C1C2OC(C(Br)C2Br)C1C(=O)O (centres undefined)	-2	0.5	-4	-2	-6	-3	7	16	i
COc1ccc(C2=Nc3ccccc3N(C(=O)c3ccc4ncccc4c3)C2C(=O)NC2CCCC2)cc1 (centres undefined)	nt	3.0	nt	-4	nt	4	nt	-14	i
Cc1cnc(C(=O)Nc2cccc(-c3nnc4n3CCCCC4)c2)cn1	-10	0.6	-1	-2	-8	0	3	8	i
COc1ccc(-n2c(C)cc(=O)[nH]c2=O)cc1	-6	0.7	-3	0	-6	13	-2	-8	i
O=C(CCn1c(=O)sc2ccccc21)NCCCn1ccnc1	-5	-0.2	-1	2	-4	8	-3	-7	i

Record cards, as listed above. Order of values: E coli Lon inh | MsrA inhibitor | bovine MsrA act | MT1-MMP act inh | FAS TE block | SKN-1 block | Rin1-Abl PPI inh | CendR NRP1 mod | Neddyl block
O=C(O)C1C2OC(C(Br)C2Br)C1C(=O)O (centres undefined) is listed with -2 | 0.5 | -4 | -2 | -6 | -3 | 7 | 16 | i
Cc1cnc(C(=O)Nc2cccc(-c3nnc4n3CCCCC4)c2)cn1 is listed with -10 | 0.6 | -1 | -2 | -8 | 0 | 3 | 8 | i
COc1ccc(C2=Nc3ccccc3N(C(=O)c3ccc4ncccc4c3)C2C(=O)NC2CCCC2)cc1 (centres undefined) is listed with nt | 3.0 | nt | -4 | nt | 4 | nt | -14 | i
CN(CC(=O)Nc1ccccc1C(F)(F)F)C(=O)C1CCN(S(=O)(=O)c2ccc3c(c2)OCCO3)CC1 is listed with -12 | -0.4 | -2 | 4 | -3 | 7 | -2 | 9 | i
COc1ccc(-n2c(C)cc(=O)[nH]c2=O)cc1 is listed with -6 | 0.7 | -3 | 0 | -6 | 13 | -2 | -8 | i
